# Bioassay records deposited in PubChem BioAssay by National Center for Advancing Translational Sciences (NCATS).
# NIH3T3 tox: cytotoxic compounds in NIH 3T3 cells | actives 4.3% (n = 94,000) | NIH 3T3 viability, CellTiter-Glo ATP luminescence, 48-72 h | Potency, µM (highest dose often 96.7 µM), for the others: at the top dose activity change, negative = cytotoxicity, actives largely listed as inhibitors; note: potency is the fitted concentration of half-maximal effect; nearly all actives have a fitted effect of over 55% in size
#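 Mouse fibroblast NIH 3T3 cells, 400 per well, received compound via pintool and were incubated for 48 or 72 hr prior to CellTiter-Glo ATP luminescence measurement.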
# GPT2 inh: inhibitors of human GPT2 alanine aminotransferase; Q8TD30; actives 0.25% (n = 100,000); Recombinant GPT2, coupled pyruvate oxidase/HRP Amplex Red fluorescence; Potency, µM (highest dose often 57.7 µM), for the others: at the highest dose activity change, negative = inhibition, most hits filed as inhibitors; AID 1671188; note: potency is the fitted concentration of half-maximal effect; nearly all actives have a fitted effect of over 60% in size; many of its hits are not listed in these tables
# Target sequence (Q8TD30 whole entry, looked up): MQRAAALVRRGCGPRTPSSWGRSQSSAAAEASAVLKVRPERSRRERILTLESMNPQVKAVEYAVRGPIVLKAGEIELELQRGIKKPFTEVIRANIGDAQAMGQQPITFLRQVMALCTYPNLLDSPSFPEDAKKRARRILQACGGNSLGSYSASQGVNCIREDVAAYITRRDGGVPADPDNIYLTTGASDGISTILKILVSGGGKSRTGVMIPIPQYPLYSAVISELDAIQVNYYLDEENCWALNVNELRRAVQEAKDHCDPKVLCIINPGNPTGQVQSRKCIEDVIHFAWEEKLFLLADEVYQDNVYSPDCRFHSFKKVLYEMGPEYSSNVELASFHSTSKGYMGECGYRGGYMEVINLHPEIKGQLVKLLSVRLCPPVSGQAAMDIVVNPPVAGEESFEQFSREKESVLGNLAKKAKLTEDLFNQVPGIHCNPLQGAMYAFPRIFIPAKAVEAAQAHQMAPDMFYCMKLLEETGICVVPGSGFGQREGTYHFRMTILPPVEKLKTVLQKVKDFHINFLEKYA
#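 Fluorescence read-out: pyruvate from GPT2 turnover coupled to pyruvate oxidase, HRP and Amplex Red (0.2mM ThPP, 0.2U/mL PO and HRP, 50uM Amplex final). Substrates 250uM a-KG, 2mM L-alanine; enzyme 10ng/uL; 30 min RT.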
# IP6K1 inhibitor: blocks human inositol hexakisphosphate kinase 1; Q92551; IP6K1 kinase, ADP-Glo luminescence, 2 h; hits give low values; activity change, % (series mostly up to about 58 µM); actives 0.81% (n = 140,000); in the data active = activity change below about -25%
# Target sequence (Q92551 whole entry, looked up): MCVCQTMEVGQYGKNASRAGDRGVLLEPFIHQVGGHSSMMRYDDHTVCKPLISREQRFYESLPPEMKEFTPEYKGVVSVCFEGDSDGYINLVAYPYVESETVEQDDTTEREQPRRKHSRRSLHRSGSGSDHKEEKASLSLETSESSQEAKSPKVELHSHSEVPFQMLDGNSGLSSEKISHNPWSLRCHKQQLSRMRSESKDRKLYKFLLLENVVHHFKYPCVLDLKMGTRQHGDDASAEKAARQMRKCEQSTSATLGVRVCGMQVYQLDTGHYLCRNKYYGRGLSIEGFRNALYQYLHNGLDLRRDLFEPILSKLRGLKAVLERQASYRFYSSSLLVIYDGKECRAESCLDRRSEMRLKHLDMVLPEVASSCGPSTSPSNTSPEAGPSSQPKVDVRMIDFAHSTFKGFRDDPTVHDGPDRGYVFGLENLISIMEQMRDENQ
#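 ADP-Glo luminescence measures ADP made by human IP6K1 during a 2 h RT reaction with ATP/IP6 (mix at 1.3 mM/130 uM); top library doses 57.5 and 19.1 uM final.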
# SNCA expr inh: inhibitors of alpha-synuclein (SNCA) gene expression; Potency, µM (highest dose often 57.2 µM), for inactives: at the top dose activity change, negative = inhibition, actives largely listed as inhibitors; AID 1671194; actives 0.17% (n = 140,000); HEK-293 SNCA-luciferase knock-in, luminescence, 24 h;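 note: potency is the fitted concentration of half-maximal effect; plate controls were DMSO cells for no effect and cell-free wells for full effect; nearly all actives have a fitted effect of over 45% in size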
# Luciferase inh: blocks purified firefly luciferase enzyme activity | P08659 | purified P. pyralis luciferase, luminescence, biochemical | Potency, µM (top dose mostly 115 µM), for the others: at the highest dose activity change, negative = inhibition, hits mostly inhibitors | actives 2.5% (n = 76,000) | AID 1347043; note: potency is the fitted concentration of half-maximal effect; nearly all actives have a fitted effect of over 65% in size
#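 Purified 10nM P. pyralis luciferase with 10uM D-luciferin and 10uM ATP in 50mM Tris acetate pH 7.5, 10mM Mg acetate, 0.01% Tween-20, 0.05% BSA. qHTS titration; luminescence read by CCD imager.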
# HEK cytotox: cytotoxic compounds in HEK 293 cells | actives 6.6% (n = 94,000) | HEK 293 viability, ATP luminescence (CellTiter-Glo), 48-72 h | Potency, µM (highest dose often 115 µM), for the others: at the highest dose activity change, negative = cytotoxicity, actives largely listed as inhibitors | AID 1345083; note: potency is the fitted concentration of half-maximal effect; nearly all actives have a fitted effect of over 60% in size
#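 HEK 293 seeded at 250 cells/well receive compound via pintool. After 48 or 72 hr at 37 degree Celsius, 5% CO2 and 95% humidity, CellTiter-Glo is dispensed and luminescence read following 10 min at room temperature.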
# HEK293 viab: counter-screen for SNCA expression inhibitors: cell viability; HEK-293-SNCA-luc viability, GF-AFC fluorescence, 24 h; Potency, µM (doses to about 57.1 µM), without a hit: at the highest dose activity change, negative = cytotoxicity, actives largely listed as cytotoxic; actives 0.12% (n = 150,000); AID 1671193;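 note: potency is the fitted concentration of half-maximal effect; 0% = DMSO-treated cells and -100% = medium-only wells without cells; nearly all actives have a fitted effect of over 30% in size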
#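 Cytotoxicity counterscreen: after 24 h compound treatment of genome-edited SNCA-luciferase HEK-293 cells, live-cell protease substrate GF-AFC read by fluorescence after 30 min; activity scaled between DMSO (0%) and medium-only (-100%), curves Hill-fitted.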
# * hit, by the source's call; i = inactive; u = inconclusive; x = no result given; & = joins results of further samples; [ ] = dose if it differs, or a comment. Unless noted, calls come from the whole dose curve; as a rule, active = well fitted curve in the direction sought with a large enough effect; inconclusive = small, poorly fitted or top-dose-only effect, or another doubt; inactive = no such curve, though single readings can be large; an effect the other way counts as inactive or inconclusive. Unless noted, % is set by controls: 0 for no effect and ±100 for the full control effect.
nr	structure	NIH3T3 tox	GPT2 inh	IP6K1 inhibitor	SNCA expr inh	Luciferase inh	HEK cytotox	HEK293 viab
1	Cc1cccc(Nc2nc(N)nc(CN3CCOCC(O)C3)n2)c1 (stereo unspecified)	-17%	-10%	4	-3%	-16%	-29%	3%
2	CCN(Cc1ccccc1)C(=O)c1cc(-c2ccccc2)n[nH]1	x	x	-5	81%[activator]	x	x	0%
3	Cc1ccc(-c2nc(CNC(=O)NC3CCCCC3)c(C)o2)cc1	x	x	-16	-5%	x	x	-14%
4	COc1ccc(NC(=O)c2ccc(CN3C(=O)CCn4nc(C)cc43)cc2)c(OC)c1	x	x	12	40%[activator]	x	x	7%
5	CC1CCCCN1C(=O)c1cc(-c2ccc(Br)cc2)on1 (stereo unspecified)	x	x	10	92%[activator]	x	x	-7%
6	CCOc1ccccc1CNC(=O)c1nnn2cc(C)[nH]c(=O)c12	-13%	i	-12	6%	-3%	3%	5%
7	O=C(Cn1cnnn1)N1CC(c2noc(C3CCCN3CC3CC3)n2)C1 (stereo unspecified)	3%	2%	22	18%	-4%	4%	1%[12.5 µM]
8	COc1ccc(CCNC(=O)c2c(C)oc3ncnc(N4CCOCC4)c23)c(OC)c1	x	x	5	-1%	x	x	-1%
9	C=C1CC[C@H]2[C@@](C)(CCC(O)[C@@]2(C)CO)[C@@H]1C/C=C(/C(=O)O)C(O)CO (stereo partly specified)	x	i	15	x	x	x	-35%
10	COC(=O)C1=C(C)NC(=O)NC1c1ccc(Cl)cc1 (stereo unspecified)	-5%	i	-7	-24%	0%	1%	-13%
11	CC(=O)N1CCc2c(sc3c2c(=O)n(-c2ccccc2Cl)c(=O)n3Cc2cccc(C)c2)C1	x	x	14	u	x	x	u
12	CC(C)(C)CN[C@@H](Cn1ccc(=O)[nH]c1=O)C(=O)O	-4%[230 µM]	1%[88.5 µM]	3	-1%[87.6 µM]	-4%[230 µM]	i	1%[87.6 µM]
13	CC(C)C(NS(=O)(=O)c1ccc2c(c1)oc(=O)n2C)C(=O)NCCc1ccc(Cl)cc1 (stereo unspecified)	x	x	-3	-1%	x	x	6%
14	CCC(=O)Nc1ccc2nnc(-c3ccc(C(=O)Nc4ccc5c(c4)OCCO5)cc3)n2c1	i	-2%	-4	u	14µM*	u	-23%
15	O=C(CC1CCCN(c2cn[nH]c(=O)c2)C1)N1CCN(c2ccccn2)CC1 (stereo unspecified)	u	i	-1	21%	-8%	-4%	u
16	COc1ccc(C(=O)NC2CCN(c3ccc4nnc(-c5ccccc5)n4n3)CC2)cc1	u	x	1	x	x	79µM*	x
17	COc1cccc(C(=O)n2nc(-c3ccco3)nc2NCc2cccs2)c1	x	x	-9	87%[activator]	x	x	6%
18	COc1ccccc1OC1(C(=O)O)CCN(Cc2cccnc2)CC1	-3%	2%	7	3%	11%	-6%	6%
19	O=C1NCc2ccccc2CC12CCN(Cc1c[nH]c3ccccc13)CC2	u	-4%	4	-1%	x	u	-12%
20	S=C(NCc1ccc2c(c1)OCO2)N1CCN(c2ncnc3c2oc2ccccc23)CC1	x	-6%	7	-6%[87.6 µM]	x	x	u

# Quoted from the listing:
# no. 9 – HEK293 viab = -35%
# no. 7 – Luciferase inh = -4%

# Next part:
nr	structure	NIH3T3 tox	GPT2 inh	IP6K1 inhibitor	SNCA expr inh	Luciferase inh	HEK cytotox	HEK293 viab
21	CN(C)C(=O)C1CN(C(=O)Nc2cccc(Cl)c2F)CC12CCOCC2 (stereo unspecified)	-7%	u	20	-2%	3%	i	10%
22	CSc1ccc(-c2cccc(C(=O)NCCNC(=O)C3CCCC3)c2)cc1	-23%	i	5	26%	x	-29%	16%[12.5 µM]
23	CCc1ccc(NC(=O)N2CCC(OC3CCN(S(C)(=O)=O)CC3)CC2)cc1	-15%	i	-4	3%	-17%	-17%	1%
24	COc1ccc([S+](=O)([O-])c2nnn3c2nc(N2CCOCC2)c2ccccc23)cc1	u	1%	5	41%[activator]	x	-4%	10%
25	CC1OC(OC2C(CO)OC(OCC3OC(OC(=O)C45CCC(C)(C)CC4C4=CCC6C7(C)CCC(OC8OC(C(=O)O)C(O)C(OC9OC(CO)C(O)C(O)C9O)C8O)C(C)(C)C7CCC6(C)C4(C)CC5)C(O)C(O)C3O)C(O)C2O)C(O)C(O)C1O (stereo unspecified)	x	i[11.5 µM]	7	x	x	x	-14%[12.5 µM]
26	O=C(CCS(=O)(=O)c1nc(-c2ccc3c(c2)OCO3)cc(C(F)(F)F)n1)Nc1ccc(F)c(Cl)c1	x	x	-7	u	x	x	u
27	O=C(c1cc(F)ccc1F)N1CCN(c2cc(-c3ccc(F)cc3)[nH]n2)CC1	u	2%	4	8%	-9%	u	2%
28	OCc1cccc(-c2ccc3ncc(Nc4ccccc4F)n3n2)c1	u	-9%[88.5 µM]	-20	0%[87.6 µM]	u	u	-8%[87.6 µM]
29	Cn1cnc(S(=O)(=O)N2CC(Oc3ccc(-c4nc(-c5ccccc5)no4)cc3)C2)c1	4%	i	2	-6%	0%	0%	3%
30	COc1ccc(-n2nc3cc(C)c(NC(=O)COc4cccc(C)c4)cc3n2)cc1	x	x	9	19%	x	x	-2%
31	Cc1nc(N2CCC(C(=O)Nc3ccc(F)c(Cl)c3)CC2)cc(C(F)(F)F)n1	u	-4%	8	u	2%	25µM*	-8%
32	Cc1cc(CN2CCC(N3Cc4ccccc4C3=O)CC2)on1	-8%[138 µM]	i	14&-8	-14%[87.6 µM]	-2%[172 µM]	-17%[172 µM]	8%[87.6 µM]
33	COc1ccc(C2Cn3cnc(C(=O)N4CCC(C(=O)NCC5CCCCC5)CC4)c3CO2)cc1 (stereo unspecified)	i	3%	0	-13%	-13%	19%	-8%
34	CCc1ncc(C(=O)N2CCCC(CCc3cccc(C(F)(F)F)c3)C2)cn1 (stereo unspecified)	u	3%[11.5 µM]	-5	-30%	10%	u	-10%
35	CC(C)OCCCNC(=O)C1CCCN1c1nccc(Nc2ccccc2F)n1 (stereo unspecified)	-11%	1%	-7	5%	x	-28%	-1%[12.5 µM]
36	CNC(=O)c1cc2c(cn1)[nH]c1ccccc12	x	1%	x	34%[activator]	x	x	1%
37	O=c1[nH]c(N2CCOCC2)nc2c1CCN(Cc1ccccc1C(F)(F)F)CC2	-12%	i	0	-16%	-2%	u	9%
38	O=C(Cn1cc(S(=O)(=O)c2ccccc2)c(=O)c2cc3c(cc21)OCO3)Nc1ccc(Cl)cc1	x	x	-5	-19%	x	x	-5%
39	Cc1cc(N2CCC(C)CC2)nc2ccc(NC(=O)/C=C/c3cccc(Cl)c3)cc12	x	x	7	8%	x	x	0%
40	COCC(=O)N(C1CCOCC1)C1CCN(C(=O)c2cc(F)ccc2F)CC1	i	i	-3	3%	3%	15%	10%

# Brought forward from above: 6 entries; new compounds follow.
nr	structure	NIH3T3 tox	GPT2 inh	IP6K1 inhibitor	SNCA expr inh	Luciferase inh	HEK cytotox	HEK293 viab
35	CC(C)OCCCNC(=O)C1CCCN1c1nccc(Nc2ccccc2F)n1 (stereo unspecified)	-11%	1%	-7	5%	x	-28%	-1%[12.5 µM]
36	CNC(=O)c1cc2c(cn1)[nH]c1ccccc12	x	1%	x	34%[activator]	x	x	1%
37	O=c1[nH]c(N2CCOCC2)nc2c1CCN(Cc1ccccc1C(F)(F)F)CC2	-12%	i	0	-16%	-2%	u	9%
38	O=C(Cn1cc(S(=O)(=O)c2ccccc2)c(=O)c2cc3c(cc21)OCO3)Nc1ccc(Cl)cc1	x	x	-5	-19%	x	x	-5%
39	Cc1cc(N2CCC(C)CC2)nc2ccc(NC(=O)/C=C/c3cccc(Cl)c3)cc12	x	x	7	8%	x	x	0%
40	COCC(=O)N(C1CCOCC1)C1CCN(C(=O)c2cc(F)ccc2F)CC1	i	i	-3	3%	3%	15%	10%
41	COCCn1c(=O)c2c(n1Cc1ccccc1)CN(Cc1cncc(OC)c1)CC2	u	-6%[88.5 µM]	12	3%[87.6 µM]	5%[172 µM]	i	-7%[87.6 µM]
42	CCOC(=O)c1c(C)[nH]c(CCC(=O)NCCCN2CCN(c3ccccc3F)CC2)c1C	x	x	-15	u	x	x	-11%
43	CC(=O)c1ccc(N2CCN(C(=O)CS(=O)(=O)c3cccc4nsnc34)CC2)cc1	x	x	-5	42%	x	x	-1%
44	CCOC(=O)C1CCCN(c2nc3c(S(=O)(=O)c4ccc(Br)cc4)nnn3c3ccsc23)C1 (stereo unspecified)	x	x	-9	u	x	x	4%
45	CN(C)c1ccc(CNC(=O)CCS(=O)(=O)c2ccc3c(c2)oc(=O)n3C)cc1	x	x	47	151%[activator]	x	x	1%
46	CC1CCN(C(=O)c2cc3c(s2)CCC(C(=O)NCCCN2CCOCC2)C3)CC1 (stereo unspecified)	-31%	i	27	-1%	2%	u	3%
47	CCc1nc2cc(N3CCC(C(=O)NCc4cccc(F)c4)CC3)cnc2nc1CC	-29%	i	0	-16%	5%	u	u
48	CCC(=O)N1CCC(C(NC(=O)c2ccccc2)C(=O)NCc2ccccc2)CC1 (stereo unspecified)	-2%	1%	-3	-12%	-11%	u	8%
49	COc1ccc(C(=O)N2CCC3(CC2)CC(=O)N(c2ccccc2)c2ccccc2O3)cc1	-23%	-5%	-10	-28%	-3%	u	5%
50	CCCCCOc1ccc(C(=O)N(Cc2ccccc2)C2CCS(=O)(=O)C2)cc1 (stereo unspecified)	x	x	-14	0%	x	x	-9%
51	O=C(Nc1ccccc1)[C@@H]1OCC(=O)N(C2CC2)[C@H]1c1ccccc1	-13%	3%	-9	-6%	x	-16%	13%
52	CN1CC2(CCCN(CC3CC3)C2)c2cc(C(=O)N3CC(O)C3)ccc21 (stereo unspecified)	-40%[138 µM]	3%[88.5 µM]	24	5%[87.6 µM]	-19%[172 µM]	-65%[172 µM]	13%[87.6 µM]
53	COCc1nc(-c2ccc(OC3CCN(C(=O)c4sc(C)nc4C)C3)cc2)no1 (stereo unspecified)	-20%	-9%	4	-9%	-9%	u	-3%
54	COc1cc(F)ccc1-c1nc(N2CCOCC2)cc2c1CN(c1ccccc1)C2=O	-25%[138 µM]	i	4	-26%[87.6 µM]	71µM*	u	5%[87.6 µM]

# Whole records as entered above. Order of screens: NIH3T3 tox | GPT2 inh | IP6K1 inhibitor | SNCA expr inh | Luciferase inh | HEK cytotox | HEK293 viab
# CN(C)C(=O)C1CN(C(=O)Nc2cccc(Cl)c2F)CC12CCOCC2 (stereo unspecified) is entered as -7% | u | 20 | -2% | 3% | i | 10%
# COc1cccc(C(=O)n2nc(-c3ccco3)nc2NCc2cccs2)c1 is entered as x | x | -9 | 87%[activator] | x | x | 6%

# This is a subset; rates above refer to the full screens.
